Screening results deposited in PubChem BioAssay by National Center for Advancing Translational Sciences (NCATS).
Pf growth 96h: inhibits malaria parasite growth, 96 h; Potency, µM (highest dose often 28.7 µM), inactives show at the highest dose activity change, negative = inhibition, usual class: inhibitors; AID 504834; P. falciparum luciferase reporter growth, 96 h; 6.9% of 320,000 active; note: potency is the fitted concentration of half-maximal effect; % is set by controls: 0 for no effect and ±100 for the full control effect
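Parasite growth measured via integrated firefly luciferase reporter in P. falciparum. Infected erythrocytes at 2% hematocrit, 0.05% parasitemia final were treated 96 hours at 37 C under 5% CO2, and luminescence was read.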
CHX counter: affects cycloheximide protein synthesis inhibition readout, counter-screen; max response, %; 12% of 300,000 active; cell reporter, cycloheximide protein synthesis inhibition counterscreen; AID 2314; in the data active = max response mostly above about 13%, no sharp cut-off; inactive = mostly below about 14%; note: read at 38.3 µM for the half of the compounds with a filed dose; 0% is about no effect
Pf growth 48h: inhibits P. falciparum growth in the first generation, 48 h. P. falciparum luciferase growth in erythrocytes, 48 h. Potency, µM (titrated, usually from 28.7 µM), for inactives: at the highest dose activity change, negative = inhibition, actives largely listed as inhibitors. 5.9% of 310,000 active. AID 504832; note: potency is the fitted concentration of half-maximal effect; % is set by controls: 0 for no effect and ±100 for the full control effect
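Here the parasites carry a stable luciferase gene and grow inside erythrocytes in Albumax-based RPMI medium with compound for one erythrocytic cycle. Activity is scored as loss of luminescent signal.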
Giardia FBPA inh: blocks Giardia fructose-bisphosphate aldolase activity; purified Giardia FBPA; Potency, µM (top dose mostly 59.6 µM), for the others: at the top dose activity, negative = inhibition, most hits filed as inhibitors; 0.71% of 290,000 active; note: potency is the fitted concentration of half-maximal effect; % is set by controls: 0 for no effect and ±100 for the full control effect; nearly all actives have a fitted effect of over 55% in size
Target sequence (A8B2U2 whole entry, looked up): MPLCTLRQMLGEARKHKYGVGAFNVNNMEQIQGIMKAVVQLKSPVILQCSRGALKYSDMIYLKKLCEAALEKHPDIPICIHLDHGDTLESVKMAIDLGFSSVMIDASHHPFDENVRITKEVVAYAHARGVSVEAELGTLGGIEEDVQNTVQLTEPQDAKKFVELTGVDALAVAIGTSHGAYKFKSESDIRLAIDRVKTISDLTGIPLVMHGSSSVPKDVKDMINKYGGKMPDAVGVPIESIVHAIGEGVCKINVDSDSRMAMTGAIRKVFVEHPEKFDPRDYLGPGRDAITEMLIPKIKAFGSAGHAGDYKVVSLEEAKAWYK
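40 nM FBPA preincubated 10 min at RT with compound (up to 57.5 uM final), then substrate plus GAPDH/TPI/NAD/arsenate coupling and diaphorase/resazurin added. Fluorescence read after 20 min at RT, 525/598 nm.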
Sm TGR inh: inhibitors of Schistosoma mansoni thioredoxin glutathione reductase. Q962Y6. purified TGR, DTNB reduction, TNB absorbance 405 nm. Potency, µM (series often up to 114 µM), without a hit: at the highest dose activity change, negative = inhibition, usual class: inhibitors. 3% of 360,000 active. AID 485364; note: potency is the fitted concentration of half-maximal effect; % is set by controls: 0 for no effect and ±100 for the full control effect; nearly all actives have a fitted effect of over 60% in size
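TGR 20 nM + NADPH 100 uM (dispensed conc.), cpd preinc 15 min RT; start with NADPH (500 uM addition) then DTNB (15 mM addition). Kinetic TNB absorbance, 405 nm filter. Four-parameter Hill fit across titration.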
Shiga toxin inh: Shiga toxin inhibition | inhibition, % at 38.7 µM | AID 2315 | 9.2% of 290,000 active | Vero cells, Shiga toxin protein synthesis inhibition reporter; in the data active = inhibition mostly above about 28%, no sharp cut-off; inactive = mostly below about 43%; note: 0% is about no effect
The depositor's hits bear a star; i = inactive; ? = inconclusive; . = no result given; & = joins results of further samples; [ ] = another dose, or the depositor's remark. Unless noted, calls come from the whole dose curve; as a rule, active = well fitted curve in the direction sought with a large enough effect; inconclusive = small, poorly fitted or top-dose-only effect, or another doubt; inactive = no such curve, though single readings can be large; an effect the other way counts as inactive or inconclusive.

1: COc1ccc(NC(=O)N2CCN(CCC#N)CC2)cc1
2: Cc1nn(C(=O)CN2C(=O)c3ccccc3C2=O)c(C)c1Br
3: Cc1cc(OCCn2ccnc2)cc(C(C)C)c1
4: COc1cccc2c1cc1c(=O)n(CC(=O)NC3CCCCC3)nc(C)n12
5: CCOc1ccc(NC2=CC(=O)CCC2)cc1
6: CC(=O)c1cccc(NC(=O)C2CCN(C(=O)c3ccccc3Cl)CC2)c1
7: CCOC(=O)C1CCN(C(=O)C23CC4CC(CC(C4)C2)C3)CC1
8: O=C(Cn1c(C(F)(F)F)nc2ccccc21)Oc1cccc(C(F)(F)F)c1
9: Nc1ccccc1SC1CC(=O)N(c2ccccc2Cl)C1=O (configuration not stated)
10: COCCn1nnnc1CN(Cc1cc2cc(OC)c(OC)cc2[nH]c1=O)C1CCCC1
compound no.	1	2	3	4	5	6	7	8	9	10
Pf growth 96h	79%[activator]	3%	36%[activator]	-19%	164%[activator]	-21%	-12%	0%	39%[activator]	.
CHX counter	-4	-3	-2	2	8	-2	-3	-2	3	8
Pf growth 48h	.	37%[activator]	-22%	6%	-10%[0.00184 µM]	3%	1%	57%[activator]	5%	0%
Giardia FBPA inh	1%	12%	-16%	.	-22%	.	6%	-16%	0%	-12%
Sm TGR inh	-27%	11%	-24%	-1%&-1%	-25%	0%	?	?	-2%	-29%
Shiga toxin inh	-7	7	-5	-4	15	-19	-14	-7	26	-10

11: COCCn1c(C)cc(/C=C(\C#N)C(=O)OCC(=O)N(C)c2c(N)n(Cc3ccccc3)c(=O)[nH]c2=O)c1C
12: Nc1nccc(-c2cc(-c3ccc(Cl)cc3Cl)no2)n1
13: COC(=O)c1cc(NC(=O)c2cc(C)oc2C)cc(C(=O)OC)c1
14: CC1CCN(Cc2nnnn2-c2ccc(Cl)cc2)CC1
15: CCOC(=O)C1=C(C)NC2=C(C(=O)CCC2)C1c1cccnc1 (configuration not stated)
16: COc1cc2c(cc1OC)C1O[C@](CCCCN3C(=O)c4ccccc4C3=O)(C2)Oc2c1c(=O)oc1ccc(F)cc21
17: Cc1ccc(NC(=O)COC(=O)c2c(-c3ccccc3)noc2C)c(C)c1
18: CCC/C(=N\NC(=O)Cc1csc(N2CCOCC2)n1)c1ccccc1
19: COc1ccc(C(c2nnnn2Cc2ccccc2)N2CCN(C(=O)c3ccco3)CC2)cc1OC (configuration not stated)
20: COCC1CCN(Cc2cn[nH]c2-c2ccc(OC)c(F)c2)C1 (configuration not stated)
compound no.	11	12	13	14	15	16	17	18	19	20
Pf growth 96h	13µM*	23%	?	?	.	-14%[5.75 µM]	-15%	-20%	3.7µM*	14%
CHX counter	.	42*	-1	-1	-2	-4	.	-1	-1	7
Pf growth 48h	?	398%[activator]	?	2%	1%	?	-29%	0%	?	-12%
Giardia FBPA inh	.	6%	0%	0%	-1%	?	.	5%	9%	-15%
Sm TGR inh	-15%	-6%	?	-10%	-8%	2.5µM*	37%[activator]	11%	0%	-6%
Shiga toxin inh	.	54*	9	-14	-10	i	.	-12	-14	-6

21: CC1(c2ccccc2)NC(=O)N(CC(=O)N2CCOCC2)C1=O (configuration not stated)
22: O=C(NS(=O)(=O)c1ccccc1)c1ccccc1O
23: O=C(O)[C@H]1CCCC[C@H]1C(=O)NCCNC(=O)[C@@H]1CCCC[C@@H]1C(=O)O
24: CC(C)n1c(O)c(N=NC(=O)Cc2csc(N3CCOCC3)n2)c2ccccc21
25: Cc1cccc(-n2nc3c(c2NC(=O)c2ccc4c(c2)OCO4)CS(=O)(=O)C3)c1C
26: COc1cnc(-c2cccc(C(F)(F)F)c2)nc1OC
27: Cc1ccc(-n2ncc(C(=O)Nc3cc(Cl)ccc3Cl)c2C2CCNCC2)cc1
28: Cn1ncc(Br)c1NC(=O)Nc1ccc(OC(F)(F)F)cc1
29: CCN1CCN(c2ncnc3sc(C)c(-c4ccccc4)c23)CC1
30: C=CCSc1nc(Cc2ccc(Cl)cc2)nc2ccccc12
compound no.	21	22	23	24	25	26	27	28	29	30
Pf growth 96h	27%	117%[activator]	.	?	20%	-7%	32%[activator]	-10%	-18%	7%
CHX counter	-2	-3	-1	-3	-6	-5	-5	-2	-1	-4
Pf growth 48h	-15%	3%	9%	13µM*	-23%	16%	?	9%	-12%	6%
Giardia FBPA inh	3%	21%	1%	-5%	-7%	0%	-3%	0%	-3%	1%
Sm TGR inh	-27%	-7%	8%	8%	-17%	-6%	0%	31%	4%	1%
Shiga toxin inh	-14	-8	-6	19	18	9	-14	5	-12	-6

Looked up above:
cpd 29 in Shiga toxin inh shows -12
cpd 28 in Shiga toxin inh shows 5
cpd 25 in Giardia FBPA inh shows -7%

(next part)
31: CC(=O)OC1CC2(C)C(=O)CCC2C2CCc3cc(O)ccc3C12 (configuration not stated)
32: Cc1nn2c(N3CCN(C)CC3)cc(C(C)(C)C)nc2c1-c1ccccc1
33: NS(=O)(=O)c1cc2c(cc1Cl)NC=NS2(=O)=O
34: Cc1cccn2cc(-c3ccc4c(c3)NC(=O)CO4)nc12
35: COc1ccc(S(=O)(=O)n2oc(=O)cc2-c2ccccc2)cc1
36: COc1ccc(CN(C(=O)c2ccc3c(c2)OCCO3)C(C(=O)NC2CCCCC2)c2ccc3ncccc3c2)cc1 (configuration not stated)
37: CCCCC[C@H]1CN(C2CCCCC2)C(=O)[C@@H]1CC(=O)NCc1ccc(OC)cc1
38: Cc1cc(-c2ccc(C(C)C)c(S(=O)(=O)Nc3ccccn3)c2)on1
39: COC(=O)C(NC(=O)C(CC(C)C)NC(=O)C1CCC(C)CC1)C(C)C (configuration not stated)
40: CS(=O)(=O)Nc1ccccc1C(=O)NC1CC2CCC1C2 (configuration not stated)
compound no.	31	32	33	34	35	36	37	38	39	40
Pf growth 96h	?	3.3µM*	7%&-25%	92%[activator]	.	9.3µM*	?	15%	?	2%
CHX counter	-1	7	-4	31*	8	-4	-2	29*	-5	0
Pf growth 48h	?	?	-8%&-9%	83%[activator]	13%	?	-8%	64%[activator]	-1%	-7%
Giardia FBPA inh	6%	0%	-2%	-17%	5%	-8%	6%	?	2%	5%
Sm TGR inh	3%	13%	-10%	-5%	-25%	14%	4%	-30%	-7%	2%
Shiga toxin inh	-5	-6	-10	61*	18	2	-3	24*	11	-19

In a second layout: entries from further up.
Fields: Pf growth 96h, CHX counter, Pf growth 48h, Giardia FBPA inh, Sm TGR inh, Shiga toxin inh
[32] Cc1nn2c(N3CCN(C)CC3)cc(C(C)(C)C)nc2c1-c1ccccc1
 : 3.3µM*, 7, ?, 0%, 13%, -6
[33] NS(=O)(=O)c1cc2c(cc1Cl)NC=NS2(=O)=O
 : 7%&-25%, -4, -8%&-9%, -2%, -10%, -10
[34] Cc1cccn2cc(-c3ccc4c(c3)NC(=O)CO4)nc12
 : 92%[activator], 31*, 83%[activator], -17%, -5%, 61*

Other records follow.
41: COc1ccc(-c2nc3ccccc3n2OCC(=O)O)cc1
42: COc1ccc(C2NC(=O)NC(C)=C2C(C)=O)cc1 (configuration not stated)
43: COc1ccccc1NC(=O)Cn1cc(C(=O)c2ccco2)c2ccccc21
44: COc1ccc(N2CCN(C(=O)Cn3nnc(-c4ccc(OC)c(OC)c4)n3)CC2)cc1
45: CC1=[N+]([O-])C(C)(C)N(O)C1(C)C
46: CCOC(=O)N1CCN(C(=O)CSc2nc3c([nH]c4ccccc43)c(=O)n2CCOC)CC1
47: COc1ccc(N(C(=O)c2ccco2)C(C(=O)NC2CCCC2)c2ccc(C)cc2)c(OC)c1 (configuration not stated)
48: Cn1cccc1/C=N/NC(=O)c1sc2cc(Cl)ccc2c1Cl
49: COc1cc2[nH]c(=O)n(CCCCCC(=O)NCCc3c[nH]c4ccccc34)c(=O)c2cc1OC
50: Cc1cc(OC(=O)c2c(C)cc(O)cc2O)cc(O)c1C(=O)O
compound no.	41	42	43	44	45	46	47	48	49	50
Pf growth 96h	73%[activator]	?	8%	.	-12%	12µM*	-24%	2.3µM*	?	45%[activator]
CHX counter	21*	-2	5	-6	-4	-1	-7	0	6	.
Pf growth 48h	141%[activator]	12%	?	-15%	1%	?	?	7%	.	10%
Giardia FBPA inh	?	0%	0%	1%	1%	.	12%	8%	5%	0%&7%
Sm TGR inh	0%	3%	.	-8%	9%	-10%	-12%	-18%	-2%	-15%
Shiga toxin inh	25	15	60*	-19	-3	-5	2	16	13	.

51: O=C(C/C=N\OCc1ccc(Cl)cc1Cl)Nc1ccccc1
52: CC(C)(C)c1ccc(NC(=O)N2CCCN(c3ccc([N+](=O)[O-])cn3)CC2)cc1
53: c1ccc(COc2ccc(Nc3ncnc4nc[nH]c34)cc2)cc1
54: CC1Oc2ccccc2N(CC(=O)NCCCN2CCOCC2)C1=O (configuration not stated)
55: O=C(NCc1ccccc1Cl)c1cccc(NC(=O)c2ccccc2)c1
56: Cc1ccccc1CN1C2=NCCN2c2ccccc21
57: CC(=O)C(=Cc1cn(-c2ccccc2)nc1-c1ccccc1)C(C)=O
58: COc1ccc2c(c1)O/C(=C\c1ccco1)C2=O
59: Clc1cccc(C2Nc3cccc4cccc(c34)N2)c1Cl
60: CS(=O)(=O)c1ccc(-n2nnc3ccccc32)c([N+](=O)[O-])c1
compound no.	51	52	53	54	55	56	57	58	59	60
Pf growth 96h	-1%	?	?	21%	?	2%	17%	114%[activator]	?	-17%
CHX counter	-1	10	18	-3	0	-3	-1	30*	0	-3
Pf growth 48h	0%	8.3µM*	.	34%	-5%	?	-1%	126%[activator]	?	-19%
Giardia FBPA inh	0%	-25%	4%	.	-1%	-15%	1%	?	-11%	-10%
Sm TGR inh	6%	3%	4%	3%	2%	5%	1%	7.9µM*	-12%	-1%
Shiga toxin inh	-1	-3	39	-6	-1	-15	43	38	.	4

Full records, quoted from the list. Order of screens: Pf growth 96h	CHX counter	Pf growth 48h	Giardia FBPA inh	Sm TGR inh	Shiga toxin inh
C=CCSc1nc(Cc2ccc(Cl)cc2)nc2ccccc12 is entered as 7%	-4	6%	1%	1%	-6
c1ccc(COc2ccc(Nc3ncnc4nc[nH]c34)cc2)cc1 is entered as ?	18	.	4%	4%	39

Carrying on.
61: Cc1cc(OC(=O)c2ccc(S(=O)(=O)N3CCCCC3)cc2)c([N+](=O)[O-])c(=O)[nH]1
62: CC1CCCN(C(=S)NCCc2ccccc2)C1 (configuration not stated)
63: COc1ccc(CC2c3cc(OC)c(OC)cc3CC[N+]2(C)CCC(=O)OCCCCCOC(=O)CC[N+]2(C)CCc3cc(OC)c(OC)cc3C2Cc2ccc(OC)c(OC)c2)cc1OC (configuration not stated)
64: COc1ccc(Cl)cc1Nc1nc(N)c2ccccc2n1
compound no.	61	62	63	64
Pf growth 96h	30%[activator]	60%[activator]	?	?
CHX counter	5	26*	.	25*
Pf growth 48h	-7%	39%[activator]	?	9.3µM*
Giardia FBPA inh	4%	1%	.	?
Sm TGR inh	-9%	-27%	?	6%
Shiga toxin inh	-17	54*	.	.
